14-3-3g Raf: alters human 14-3-3 gamma binding to Raf peptide | P61981 | FP, 14-3-3gamma / TMR-pS259-Raf peptide binding | inhibition, % at 40 µM | 0.19% of 160,000 active | AID 422; in the data active = inhibition above about 30%;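 also: 0% = protein plus tracer without compound and 100% = blank with tracer alone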
Target sequence (P61981 whole entry, looked up): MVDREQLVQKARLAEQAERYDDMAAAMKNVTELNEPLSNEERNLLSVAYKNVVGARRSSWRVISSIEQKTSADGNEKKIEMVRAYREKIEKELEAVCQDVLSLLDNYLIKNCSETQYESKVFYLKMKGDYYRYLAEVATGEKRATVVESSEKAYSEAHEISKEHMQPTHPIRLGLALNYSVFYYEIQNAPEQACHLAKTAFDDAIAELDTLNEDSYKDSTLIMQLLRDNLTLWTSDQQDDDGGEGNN
* hit, by the source's call; & = joins results of further samples. The list is partial; rates above refer to the full screens.

14-3-3g Raf,Molecule
-12,CC(C)c1ccc(-c2csc(NC(=O)c3cccc4ccccc34)n2)cc1
0,CC(=O)N1CCc2cc(S(=O)(=O)N3CC(=O)N(CCc4ccccc4)C(=O)C3)ccc21
-3,CC(=O)Nc1ccc(Nc2nc(C)nc3c2oc2ccccc23)cc1
-6,CC(C)N(Cc1cc2ccccc2[nH]c1=O)C(=O)C(C)(C)C
-13,CCCn1c(N2CCN(CC(=O)c3c[nH]c4ccccc34)CC2)nc2c1c(=O)[nH]c(=O)n2C
-298,CCCN1CCN(c2cc(Nc3ccc4c(c3)OCCO4)c3c4c(onc24)-c2ccccc2C3=O)CC1
-8,COc1ccc(CCNC(=O)CSc2nnc(CNC(=O)c3ccccc3F)o2)cc1OC
-23,O=C(Nc1ccc(NC(=O)c2cccs2)cc1)c1ccc(-c2ccccc2)cc1
-8,Cc1ccc(C(=O)CC2(O)C(=O)N(CN3CCOCC3)c3ccccc32)cc1 (stereo not drawn)
-16,CCOc1ccc(C2N(c3ccc(Cl)cc3)C(=O)C3CCCN32)cc1OC (stereo not drawn)
-5,O=c1c2ccccc2nc(SCc2ccccc2F)n1Cc1ccco1
4,C=CCc1cccc2cc(C(=O)NC(C)(C)C)c(=O)oc12
5,CCCCS(=O)(=O)NC1=NCN(CCOC(=O)c2ccccc2)CN1
-9,Cc1ccc2c(c1)C(c1ccccc1)N(C(=O)c1cccc(C(F)(F)F)c1)CC(=O)N2 (stereo not drawn)
8,CC(C)NC(=O)CSc1nc2ccccc2c(=O)n1CCCOC(C)C
-4,COc1ccc(CCc2nc(-c3ccc(-n4cccc4)cc3)no2)cc1
-6,COc1ccc(S(=O)(=O)N(CC(=O)Nc2ccccc2Cl)c2ccc(C)cc2)cc1
-5,CCOC(=O)CN1C(=S)N=C(Nc2ccccc2)C12CCCCC2
2,COc1ccc(Nc2ncnc3c2oc2ccccc23)cc1
11,CCc1nc(-c2ccc(OC)cc2)cc2cc(OC)c(OC)cc12
-6,O=C(c1ccc(CS(=O)(=O)c2c(Cl)cccc2Cl)o1)N1CCN(c2ccccn2)CC1
-1,O=C(OCc1c(F)cccc1Cl)c1cnccn1
-2,COc1ccc(N(C)S(=O)(=O)c2c(C)[nH]c(=O)[nH]c2=O)cc1
-4,O=C(c1cc2c(s1)-c1ccccc1OC2)N1CCCC1
-1,COc1ccc(OC)c(NC(=O)c2ccc(S(=O)(=O)N3CCc4ccccc4C3)cc2)c1
28,O=c1[nH]c(SCc2ccccc2)nc2c1cnn2-c1ccccc1
-18,COc1ccc(Cl)cc1-c1nc(-c2ccc(NC(=O)c3ccncc3)cc2)no1
-13,Cc1ccc(N2C(=O)CC(N3CCN(c4ccccc4)CC3)C2=O)c(C)c1 (stereo not drawn)
0,COc1ccc2c(C)c(Cl)c(=O)oc2c1
-15,COc1ccc([N+](=O)[O-])cc1NC(=O)Cn1cnc2scc(-c3ccccc3)c2c1=O
-7,COC(=O)CSc1nc2ccccc2nc1Cc1ccc(F)cc1
-4,CN1c2ccccc2N(C)C1c1ccc(Cl)cc1
-11,Cc1cc(C)c2nc(SCCc3ccccc3)nc(C)c2c1
1,O=C(NC1CCSC1=O)c1ccc([N+](=O)[O-])o1 (stereo not drawn)
-14,O=C(NCC1CCCO1)C1CCCN1C(=O)NC1CCCCC1 (stereo not drawn)
-1,Cc1cc(NC(=O)c2cccc(S(=O)(=O)N3CC(c4ccccc4)CC3=O)c2)no1 (stereo not drawn)
2,Cn1c(Cn2c(=O)sc3ccccc32)nnc1SCC(=O)NCc1ccccc1
-7,CC(=O)c1c(C)[nH]c(C(=O)OCCCCN2C(=O)c3ccccc3C2=O)c1C
-9,CN(C)CCCn1c(N)c(C#N)c2nc(C#N)c(C#N)nc21
-3,CCOc1ccc(C2C(N3C(=O)c4ccc([N+](=O)[O-])cc4C3=O)C(=O)N2c2ccc(Cl)cc2)cc1 (stereo not drawn)
1,CC1CCC(NC(=O)c2cc(=O)n(Cc3ccc(Cl)cc3)c3ccccc23)CC1 (stereo not drawn)
14,Nc1cc([N+](=O)[O-])ccc1C(=O)O
-4,CCc1ccc(C2CC(c3cccc(Cl)c3)n3nc(N)nc3N2)cc1 (stereo not drawn)
-1,O=C(Nc1ccc(I)cc1)c1cccc(C(=O)Nc2ccc(I)cc2)n1
0,Brc1c(CSc2nnc(-c3ccco3)o2)nc2ccccn12
-5,COC(=O)CSc1nnc(Cc2cc(=O)[nH]c(=O)[nH]2)n1-c1ccc(Cl)cc1
4,Cn1c(SCc2c(Cl)cccc2[N+](=O)[O-])nnc1-c1ccccc1
-1,C/C(=C\C(=O)c1ccc(F)cc1)Nc1ccc(N2CCOCC2)cc1
0,O=C(c1ccc([N+](=O)[O-])cc1)N(CCO)CCO
2,O=C(c1ccccc1)N1CCN(c2nc(-c3ccccc3)c3ccccc3n2)CC1
0,CCCCSCSc1nc(C)cc(C)c1C#N
-3,COc1cccc(-n2ccnc2SCC(=O)Nc2ccccc2)c1
-14,CCCc1[nH]n(-c2nc3ccccc3s2)c(=O)c1C(C)=Nc1ccc(C)cc1
-3,CCOC(=O)C1CCCN(C(=O)Cc2c(F)cccc2Cl)C1 (stereo not drawn)
3,CCOC(=O)C1=CN(c2cc(C)cc(C)c2)C=C(C(=O)OCC)C1c1cccc(C(F)(F)F)c1
1,CC(CC(=O)Nc1ccc(I)cc1)Cc1ccc(Cl)cc1 (stereo not drawn)

In the list so far, these contain a nitro group on carbon:
14-3-3g Raf,Molecule
-15,COc1ccc([N+](=O)[O-])cc1NC(=O)Cn1cnc2scc(-c3ccccc3)c2c1=O
1,O=C(NC1CCSC1=O)c1ccc([N+](=O)[O-])o1 (stereo not drawn)
-3,CCOc1ccc(C2C(N3C(=O)c4ccc([N+](=O)[O-])cc4C3=O)C(=O)N2c2ccc(Cl)cc2)cc1 (stereo not drawn)
14,Nc1cc([N+](=O)[O-])ccc1C(=O)O
4,Cn1c(SCc2c(Cl)cccc2[N+](=O)[O-])nnc1-c1ccccc1
0,O=C(c1ccc([N+](=O)[O-])cc1)N(CCO)CCO

Later entries:
14-3-3g Raf,Molecule
-3,CCOC(=O)Cc1csc(NC(=O)c2csc(C)c2)n1
-5,COc1ccc(S(=O)(=O)NCc2ccc(Cl)cc2)c2cccnc12
-15,O=C(c1cc(-c2ccc(Cl)s2)nc2ccccc12)N1CCOCC1
2,O=P(O)(CCc1ccccc1)CN1CCCCC1
-10,O=C1[C@@H]2[C@H](Cc3ccc(O)cc3)N[C@]3(C(=O)Nc4ccccc43)[C@@H]2C(=O)N1c1ccc(F)cc1
5,Cc1cc(=O)n(C)c(=O)n1CCCCCOc1cccc([N+](=O)[O-])c1
-9,Cc1cccc2cc(CN(Cc3cccs3)C3(c4nnnn4C4CCCC4)CCCC3)c(=O)[nH]c12
-3,COc1ccc(COC(=O)C2=C(C)NC3=C(C(=O)CC(c4cccs4)C3)C2c2ccc3c(c2)OCO3)cc1 (stereo not drawn)
-7,CC(C)(C)c1cc(N2C(=O)C(=O)/C(=C(/O)c3ccc(Br)cc3)C2c2cccc([N+](=O)[O-])c2)no1 (stereo not drawn)
-3,COc1cc(OC)c(NC(=O)c2sc3ncnc(N4CCCCC4)c3c2C)cc1Cl
-2,CN(CC(=O)N1CCN(c2ccccc2)CC1)S(=O)(=O)c1cnc[nH]1
-10,CC(C)c1ccc(NC(=O)C2CCC(CNS(=O)(=O)c3ccc(Br)s3)CC2)cc1 (stereo not drawn)
-32,CC1CCc2oc3ccc(NS(=O)(=O)c4ccc5ccccc5c4)cc3c2C1 (stereo not drawn)
4,COc1ccc(Cn2nnnc2CN2CCOCC2)cc1
-49,N#C/C(=C(/O)COC(=O)CCCNC(=O)c1ccc(Cl)cc1)c1nc2ccccc2[nH]1
-1,COc1ccc(-n2nc3c(c2NC(=O)C(C)C)CS(=O)C3)cc1 (stereo not drawn)
6,Cc1cccc(N2C(=O)c3cccc4cccc(c34)C2=O)c1
2,CCOc1ccc(C(=O)Nc2cc(-c3nc4ncccc4o3)ccc2Cl)cc1Cl
-31,Nc1c(-c2ccccc2)cnc2cc(-c3ccc(Cl)cc3)nn12
1,NS(=O)(=O)c1ccc(CCNS(=O)(=O)c2ccc([N+](=O)[O-])cc2)cc1
0&3,COC(=O)C(Cc1ccccc1)NC(=O)CSc1nc(N)cc(=O)[nH]1 (stereo not drawn)
-7,Cc1cc(C)cc(N2CC(C(=O)O)CC2=O)c1 (stereo not drawn)
-9,Cc1ncc(CO)c2cc(C(N)=O)c(=Nc3ccccc3)oc12
4,Cc1ccc(C)c(Cn2c(CO)nc3ccccc32)c1
-5,O=c1c2c3c(sc2[nH]c(=S)n1C1CCCCC1)CCCC3
-35,COc1ccc(-c2cc(-c3ccccc3)nc(SCC(=O)Nc3nccs3)c2C#N)cc1
-3,CCOC(=O)c1c(NC(=O)C2C3C=CC(C3)C2C(=O)O)sc2c1CC(C)CC2 (stereo not drawn)
-5,Cn1nnnc1SCC(=O)Nc1ccccc1Cc1ccccc1
1,CCC(C)NC(=O)c1ccc(OC(C)=O)cc1 (stereo not drawn)
-11,Cc1ccc(-c2csc(NC(=O)N3CCOCC3)n2)cc1
-5,CN(c1ncnc(N)c1[N+](=O)[O-])C1CCCCC1
-13,C=CCNC(=O)c1cc2c(=O)n3cccc(C)c3nc2n(CCCOC)c1=N
-9&3,C[C@]12C=CC(=O)C=C1CC[C@H]1[C@@H]3C[C@@H](O)[C@](O)(C(=O)CO)[C@@]3(C)C[C@H](O)[C@@]12F
2,Cc1ccc(S(=O)(=O)N2CCN(C(=O)N(C)C)CC2)cc1C
-8,O=C(Nc1ccccc1)C1=C(O)CC(c2ccco2)CC1=Nc1ccccc1 (stereo not drawn)
-8,O=C(COc1ccccc1Cl)N(Cc1ccco1)C1CCS(=O)(=O)C1 (stereo not drawn)
1,CC(=O)c1ccc(OC(=O)c2ccc(Br)cc2)cc1
-44,CC1CCCCN1S(=O)(=O)c1ccc(C(=O)Nc2nc3c(s2)COc2ccccc2-3)cc1 (stereo not drawn)
-3,CCOC(=O)C1=C(N)N(c2cccc(C(F)(F)F)c2)C2=C(C(=O)CCC2)C1c1ccc(F)cc1 (stereo not drawn)
-4,CCCCNC(=O)CCCn1c(=S)[nH]c2ccsc2c1=O
-12,O=C(CCNS(=O)(=O)c1ccc(Br)s1)Nc1cccc(Cl)c1
4,COC(=O)c1ccccc1NC(=O)c1cnc(N2CCN(c3ccccn3)CC2)c2ccccc12
1,Cc1nnc(SCCn2c(N(C)Cc3ccccc3)nc3c2c(=O)n(C)c(=O)n3C)s1
0,O=C(CS(=O)(=O)c1cn(Cc2ccc(F)cc2)c2ccccc12)Nc1ccccc1C(F)(F)F
1,Cc1cc(N2CCOCC2)nc2ccc(NC(=O)CCC(=O)NCC3COc4ccccc4O3)cc12 (stereo not drawn)
8,COc1ccc(OC)c(N/C=C2/CCCCC2=O)c1
-7,COc1ccc(S(=O)(=O)N(CC(=O)NCc2ccccc2C)c2ccc(Cl)cc2)cc1
-1,COc1ccc(OC)c(NC(=O)c2cnn3c2NC(c2ccc(C)cc2)CC3C(F)(F)F)c1 (stereo not drawn)

In the list so far, these contain a CF3 group.
14-3-3g Raf,Molecule
-9,Cc1ccc2c(c1)C(c1ccccc1)N(C(=O)c1cccc(C(F)(F)F)c1)CC(=O)N2 (stereo not drawn)
3,CCOC(=O)C1=CN(c2cc(C)cc(C)c2)C=C(C(=O)OCC)C1c1cccc(C(F)(F)F)c1
-3,CCOC(=O)C1=C(N)N(c2cccc(C(F)(F)F)c2)C2=C(C(=O)CCC2)C1c1ccc(F)cc1 (stereo not drawn)
0,O=C(CS(=O)(=O)c1cn(Cc2ccc(F)cc2)c2ccccc12)Nc1ccccc1C(F)(F)F
-1,COc1ccc(OC)c(NC(=O)c2cnn3c2NC(c2ccc(C)cc2)CC3C(F)(F)F)c1 (stereo not drawn)

Continuation.
14-3-3g Raf,Molecule
3,Cc1sc2c(c1C)c(=O)n(-c1ccc(Cl)cc1)c(=O)n2CC(=O)NC1CCCCC1
2,CC1CCN(C(=O)C2CCN(S(=O)(=O)c3cnc[nH]3)CC2)CC1
2,Cc1sc2nc(SCC(=O)NCCO)n(C)c(=O)c2c1C
5,O=C(Nc1ccccc1C(=O)O)c1cc(S(=O)(=O)N2CCOCC2)cs1
-12,COc1ccccc1CNC(=O)CSc1nc2ccccc2n1S(=O)(=O)c1ccc(C)cc1
-29,Cc1cc(C)nc(Nc2ccc(N3CCOCC3)cc2)n1
6,Cc1ccc(-n2c(=O)c3sccc3n(Cc3ccccc3C#N)c2=O)cc1F
-10,CN(Cc1ccccc1)C1CCN(Cc2ccncc2)CC1
3,COc1ccc(Cl)cc1N1C(=O)CSC1c1cccc(Oc2ccccc2)c1 (stereo not drawn)
2,COC(=O)C(NC=O)C(O)(Cc1ccccc1)C(F)(F)F (stereo not drawn)
-8,CC1CCCCC1NC(=O)c1cccnc1SCc1cccc(Br)c1 (stereo not drawn)
-2,CC1=C(C(=O)N2CCCCC2)C(c2ccc3c(c2)OCO3)C2=C(CCCC2=O)N1 (stereo not drawn)
-12,COC(=O)c1ccc(OC(=O)C2CC(=O)N(c3cccc(C)c3)C2)cc1 (stereo not drawn)
-1,CN1CCN(C(=O)CN2C(=O)CSc3ccc(S(=O)(=O)N4CCCCC4)cc32)CC1
-9,COC(=O)C1(C)NC(c2ccco2)C2C(=O)N(c3ccc(C)cc3)C(=O)C21 (stereo not drawn)
-11,CCOC(=O)c1ccc(Cn2c3ccccc3c3nn4cc(-c5ccc(F)cc5)nc4nc32)o1
-5,COCCN1C(=O)c2ccccc2C(C(=O)N2CCC(Cc3ccccc3)CC2)C1c1cn(C)c2ccccc12 (stereo not drawn)
3,C=CCSc1nnc2c(n1)OC(c1ccc(OCC)c(OC)c1)N(C(C)=O)c1ccccc1-2 (stereo not drawn)

Bioassay records as filed in PubChem.
